# APP transl inh: APP translation inhibition. SH-SY5Y APP 5'UTR-luciferase reporter, luminescence. inhibition, % at 2 µM. 0.82% of 190,000 active. AID 1285;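 active means inhibition above a set limit, derived from the sample mean plus 3 SD, cut at about 45% in these data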; further: values of inactives mirror those of a sister screen read the other way
# NF-kB expr up: raises NF-kB expression in human neuronal cells | fold change at 12.5 µM | 1.6% of 190,000 active | NF-kB reporter expression; stronger effect = higher value; in the data active means fold change above about 3.3
# STAT1 act: STAT1 signaling activation | NIH 3T3 STAT1-luciferase reporter, IFN-gamma, luminescence; 100% = IFN-gamma alone, no compound | activation (% of control), % at 5.5 µM | 2.6% of 200,000 active | AID 932;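 active means activation above the screen-wide mean activation plus 3 SD, cut at about 130% in these data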;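 further: raw ratio to IFN-gamma control signal so 100% means no change and 0% no light; values of inactives mirror those of a sister screen read the other way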
# APP 5'UTR act: activates APP 5'UTR luciferase reporter. SH-SY5Y APP 5'UTR luciferase reporter, luminescence; zero percent = DMSO vehicle wells. activation, % at 2 µM. 1% of 190,000 active. AID 1276;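 active means activation above a set limit, based on mean plus 3 SD of controls, cut at about 140% in these data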; further: values of inactives mirror those of a sister screen read the other way
# STAT3 blocker: STAT3 signaling inhibition; U3A cells, IL-6 STAT3-luciferase reporter, luminescence; host cell line lacks STAT1; inhibition, % at 5.5 µM; 0.89% of 190,000 active; AID 862;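 active means inhibition above the mean inhibition across all screened compounds plus 3 SD, cut at about 44% in these data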;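 further: 0% = DMSO only wells and 100% = 100 µM nifuroxazide control wells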
# FLuc inh counter: counter-screen for luciferase assay inhibitors: firefly luciferase inhibition; inhibition, % at 10 µM; AID 1006; 1.5% of 200,000 active; ATPLite firefly luciferase biochemical luminescence, 10 min;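 active means inhibition above about 50% when tested at 10 µM, limit read from the data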
# Target sequence (P08659 whole entry, looked up): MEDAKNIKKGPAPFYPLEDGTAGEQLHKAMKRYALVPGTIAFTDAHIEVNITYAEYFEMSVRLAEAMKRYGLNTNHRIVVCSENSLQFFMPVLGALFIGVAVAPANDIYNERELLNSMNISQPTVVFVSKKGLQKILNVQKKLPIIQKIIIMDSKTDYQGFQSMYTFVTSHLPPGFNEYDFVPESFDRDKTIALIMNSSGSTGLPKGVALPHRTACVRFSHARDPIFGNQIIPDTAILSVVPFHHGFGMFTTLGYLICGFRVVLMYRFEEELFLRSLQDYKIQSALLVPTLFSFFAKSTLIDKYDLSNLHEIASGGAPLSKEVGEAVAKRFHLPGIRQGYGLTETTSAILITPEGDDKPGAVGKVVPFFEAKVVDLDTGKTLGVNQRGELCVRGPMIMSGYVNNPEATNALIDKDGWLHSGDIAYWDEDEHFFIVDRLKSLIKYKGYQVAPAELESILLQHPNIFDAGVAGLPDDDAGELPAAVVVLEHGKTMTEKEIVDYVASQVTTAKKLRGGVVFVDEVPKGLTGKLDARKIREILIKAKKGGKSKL
# STAT1 inh: reduces IFN-gamma driven STAT1 reporter signal. NIH 3T3 STAT1-luciferase reporter, luminescence. inhibition, % at 5.5 µM. 0.35% of 200,000 active;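 active means inhibition above a set limit, the mean inhibition across all tested compounds plus 3 SD, cut at about 34% in these data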;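 further: 0% = IFN-gamma with DMSO and 100% = IFN-gamma with 300 µM nifuroxazide; values of inactives mirror those of a sister screen read the other way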
# FLuc act counter: affects firefly luciferase, flagging false hits in luciferase stimulation screens; AID 1027; 200,000 tested, under 10 active; ATPlite luciferase biochemical, luminescence, 10 min; 0 = ATP-free wells, 1 = DMSO control; activation factor at 10 µM;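 active means luciferase activation factor, scaled between plate controls, of at least 2 with compound at 10 µM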
#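 Assay system – cell-free luciferase reagent · Medium – PBS-based ATP solution · Dosing – test compounds dosed from 2 mM stocks in 100% DMSO · Timing – 10 min, room temperature · Technique – light output (luminescence) · Measure – luminescence gain marking luciferase activators · Controls – No-ATP low control, compound-free enzyme-plus-ATP high control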
# STAT3 act: increases IL-6 driven STAT3 reporter signal; AID 871; U3A cells, IL-6 STAT3-luciferase reporter, luminescence; 100% = signal with IL-6 EC80 alone; activation (% of control), % at 5.6 µM; 0.91% of 190,000 active;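 active means activation above the screen-wide mean of compound activation plus 3 SD, cut at about 130% in these data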;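 further: 0% = background luminescence of wells with medium and substrate only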
#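 Material: STAT3-luciferase reporter U3A cells. Controls: IL-6-treated wells, 100% activation. Read-out: % activation versus median of IL-6-stimulated wells. Probe or stimulus: IL-6 stimulus at 33 ng/mL final. Timing: compound 1 h, then IL-6 6 h at 37 °C. Signal: reporter luminescence signal.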
# ROMK primary: human ROMK K+ channel modulation, primary screen | P48048 | Tet-inducible ROMK, thallium flux fluorescence; actives lie on both sides | B-score at 10 µM | 2% of 130,000 active | AID 1918;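 active means signal ratio slope over the read window, or its plate-corrected B-score, at least 3 SD from the plate mean, either direction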;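 further: B-score of the F/F0 ratio slope over 7 to 12 s after thallium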
# Target sequence (P48048 whole entry, looked up): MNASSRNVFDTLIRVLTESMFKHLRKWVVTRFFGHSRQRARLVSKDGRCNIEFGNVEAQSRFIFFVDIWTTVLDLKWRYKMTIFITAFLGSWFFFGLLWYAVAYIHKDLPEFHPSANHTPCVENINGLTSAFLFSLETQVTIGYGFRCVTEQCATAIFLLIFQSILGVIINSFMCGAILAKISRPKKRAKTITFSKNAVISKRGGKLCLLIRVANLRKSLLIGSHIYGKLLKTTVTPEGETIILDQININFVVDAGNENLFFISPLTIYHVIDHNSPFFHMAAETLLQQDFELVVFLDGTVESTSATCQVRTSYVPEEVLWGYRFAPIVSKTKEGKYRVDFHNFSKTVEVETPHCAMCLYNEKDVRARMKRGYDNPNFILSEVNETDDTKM
# * = called active by the depositor; x = not tested or not shown.
SMILES,APP transl inh,NF-kB expr up,STAT1 act,APP 5'UTR act,STAT3 blocker,FLuc inh counter,STAT1 inh,FLuc act counter,STAT3 act,ROMK primary
O=C1C(C=NCCN2CCOCC2)=C(O)c2ccccc21,-112,2,133*,112,-5,47,-37,0.5,108,1.5
CCN(CC)S(=O)(=O)c1cccc(-c2n[nH]c(=S)n2CC(C)C)c1,0,0.92,94,0,3,-2,7,1,103,-0.0091
Cc1cccc(-c2nc(Nc3ccc(N4CCOCC4)cc3)c3ccccc3n2)c1,-5,0.3,107,5,18,-3,-7,1,88,0.027
CC(=O)N(c1cccc(C)c1)C1SC(=O)N(c2ccccc2)C1=O (stereo unspecified),8,0.82,103,-8,3,-6,-3,1.1,101,0.58
COCCCNCCOCCOc1ccc(C)cc1[N+](=O)[O-],-5,1.5,102,5,8,-3,-2,1,98,0.08
O=C(CN(c1ccc(F)cc1)S(=O)(=O)c1ccccc1)Nc1ccccc1C(=O)O,1,1.2,95,-1,11,-1,2,1,95,-0.63
CCC(CC)c1nnc(NC(=O)CCN2C(=O)c3ccccc3C2=O)s1,5,1.1,95,-5,13,-6,6,1.1,92,x
CCOC(=O)c1cccc(NS(=O)(=O)Cc2ccccc2)c1,2,1.4,100,-2,-2,-1,-1,1,103,-0.48
Cc1ccc(NC(=O)c2ccncc2)cc1S(=O)(=O)N(C)C,-31,0.93,96,31,-7,0,4,1,101,x
O=C1CCCC2=C1C(c1cccs1)CC(=O)N2c1ccc(F)cc1 (stereo unspecified),1,1,98,-1,-2,-4,2,1,103,0.076
O=C(Nc1ccncc1)c1ccccc1[N+](=O)[O-],15,0.93,105,-15,5,-4,-7,1,100,-0.13
CCOC(=O)c1[nH]c(C)c(C(=O)Nc2cc(OC)ccc2OC)c1C,91*,1.5,93,-91,14,-1,8,1,91,x
COc1ccc(NC(=O)N2CCCC2C(=O)Nc2ccc(C)cc2)cc1 (stereo unspecified),-14,1.1,102,14,19,-8,-2,1.1,87,0.17
CCCCC(=O)Nc1cc([N+](=O)[O-])ccc1Cl,-19,1.1,101,19,12,-7,-1,1.1,88,-0.22
CCn1c(=O)cc(OCC(=O)O)c2ccccc21,7,1.4,100,-7,11,-2,0,1,95,0.64
O=C(Nc1ccccc1)OCCCc1ccccc1,-33,2.6,140*,33,12,0,-45,1,92,0.15
CCOC(=O)[C@H](CCc1ccccc1)N[C@@H](C)C(=O)N1CCC[C@H]1C(=O)O,-1,1.1,102,1,6,-6,-2,1.1,97,x
Cc1c(C#N)c(N)c(C(=O)c2ccccc2)n1Cc1ccccc1,4,1,104,-4,-5,0,-3,1,105,-1.2
CCC1CCC(C(=O)NC(CCSC)C(=O)NCCN(CC(C)C)CC(C)C)CC1 (stereo unspecified),-27,0.81,96,27,-5,-4,3,1,106,-0.21
O=C(COC(=O)COc1ccc2ccccc2c1)Nc1cc(C(F)(F)F)ccc1N1CCOCC1,-9,1.3,92,9,13,-5,9,1,88,x
O=C(COc1ccc(C(F)(F)F)cc1[N+](=O)[O-])Nc1cccc(C(F)(F)F)c1,4,1.6,94,-4,2,-5,9,1.1,96,1.6
CC1(C)Oc2ccc(C(=O)NC3CC3)cc2N(CC(=O)N2CCOCC2)C1=O,-20,1.2,96,20,10,3,5,1,96,x
N#Cc1cc(Oc2cccc3cccnc23)c(-n2nnc3ccccc32)cc1C#N,8,3,81,-8,-3,3,21,1,105,0.0061
O=c1c(Cl)c(NCCCO)cnn1-c1nc2ccccc2[nH]1,-2,2.7,110,2,-6,38,-11,0.6,107,x
CCOC(=O)C1=C(C)N=c2s/c(=C\c3cc(OC)c(OC)c(OC)c3)c(=O)n2C1/C=C/c1ccccc1 (stereo unspecified),-22,1.1,111,22,-10,-8,-12,1.1,108,x
Nc1nc(-c2ccccc2)c(N=Nc2ccccc2Cl)s1,8,0.94,92,-8,-13,0,9,1,108,-0.97
Cc1ccc(/C=N/N2C(=O)C3C(C2=O)C2C=CC3C23CC3)o1 (stereo unspecified),-2,1.3,98,2,8,23,3,0.8,99,x
O=C(O)c1cc([N+](=O)[O-])ccc1NCc1ccccc1,-4,x,98,4,4,-6,2,1.1,101,-0.18
O=C(NCc1ccc(Cl)cc1)c1cnccn1,1,1.1,109,-1,3,0,-10,1,101,x
Cc1ccc(-c2csc(NC(=O)Cc3cccs3)n2)cc1C,-14,1.4,111,14,12,-7,-12,1.1,90,-0.5
O=C(NC1CCCCC1)c1ccc(CS(=O)(=O)Cc2ccccc2F)o1,-13,1.7,100,13,0,1,0,1,105,x
CCc1ccc(-n2nc3ccc(NC(=O)c4ccc5c(c4)OCO5)cc3n2)cc1,-12,1.1,104,12,6,-6,-4,1.1,95,-0.18
OCCNc1nc(-c2ccccc2)nc2ccccc12,11,1,95,-11,14,-3,6,1,95,-0.53
Clc1ccc2oc3c(Cl)ncnc3c2c1,2,0.87,100,-2,-26,-2,0,1,118,-1.4
O=C1C2CCCN2C(c2ccc(F)cc2)N1c1ccc(Cl)cc1 (stereo unspecified),-14,0.86,101,14,-26,2,-1,1,130,x
COc1cccc(-c2nnc(SCC(=O)N(C(C)C)C(C)C)o2)c1,-5,1.4,102,5,10,1,-4,1,95,x
Cc1ccc(SCC(=O)NC(=O)NCCC(C)C)c(C)c1,-12,1.5,99,12,-7,-4,2,1,106,-0.065
O=C(NCc1ccc(Cl)cc1)c1cc2ccccn2n1,-4,1.2,110,4,8,0,-11,1,101,x
COc1cccc(N(C(=O)Cn2nnc(-c3cccs3)n2)C(C(=O)NC(C)C)c2ccc(C)o2)c1 (stereo unspecified),9,0.95,109,-9,20,-6,-9,1.1,86,x
Cc1cc2nnc(SCc3ccccc3)n2c(N)n1,-23,1.7,115,23,5,-6,-16,1.1,98,-0.89
COC(=O)C(Cc1ccccc1)NC(=O)c1cc(=O)[nH]c2ccccc12 (stereo unspecified),-21,1.1,98,21,4,-1,2,1,98,-1.1
COc1ccc(/C(C)=N/N=C(\C)c2ccc(OC)cc2OC)c(OC)c1,-13,1.1,98,13,12,-9,2,1.1,91,x
Cc1[nH]c2ccccc2c1C(=O)C(C)OC(=O)c1ccc([N+](=O)[O-])o1 (stereo unspecified),1,0.95,90,-1,7,-5,8,1,98,-0.31
CCOC(=O)c1sc(NC(=O)CSc2nc(C)cc(C)n2)c(C#N)c1C,-13,0.95,95,13,7,-3,6,1,97,x
Cc1ccc(C(=O)N2CCN(c3ccc(NC(=S)NC(=O)Cc4ccccc4)cc3)CC2)cc1,4,0.93,90,-3,19,-4,11,1,88,x
COc1ccc(NC(=O)C(F)(F)F)cc1OC,-17,1.1,101,17,4,-8,-1,1.1,101,x
CCC1C(=O)c2ccccc2N(C)C1=O (stereo unspecified),4,1.1,91,-4,-12,-4,10,1,110,-0.37
COc1ccc(CN2CCSCC2)cc1C,10,1.4,115,-10,-1,-9,-9,1.1,102,3.3*
COc1ccccc1CCc1nnc(CCC(=O)N(C)Cc2cccc3ncccc23)o1,-8,1.1,93,9,5,-6,6,1.1,98,x
COC(=O)C(NC(=O)c1ccccc1)=C1C=C(C)OC(C)=C1,-8,1,99,8,13,-4,1,1,95,0.36
COc1ccccc1-c1nc(N)n[nH]1,0,0.92,103,1,-44,1,-5,1,146*,0.21
N=C1C(c2nc3ccccc3s2)=C(O)CN1C1CCCCC1,-42,1.1,147*,42,-8,1,-53,1,109,0.17
CCCc1nc2ccccc2c(C(=O)OCC(=O)Nc2c(C)n(C)n(-c3ccccc3)c2=O)c1CC,-10,0.76,93,10,-3,-4,8,1,99,x
CCOC(=O)c1c(NC(=O)CN2CCCCC2)sc(CN(C)C)c1-c1ccccc1,8,1,104,-8,6,-8,-5,1.1,96,0.29
Oc1ccc(CN2CCC(Cc3ccccc3)CC2)c2cccnc12,58*,2.1,101,-58,8,-4,-2,1,95,x
Cc1ccc(NC(=O)c2ccc(CSc3nccc(C)n3)cc2)cc1,-19,1,99,19,4,-2,1,1,101,-0.52
C=CCn1c(Cc2cccs2)nnc1SCC(=O)Nc1cccc(OC)c1,18,0.97,101,-18,0,-2,-1,1,104,-1.3
OC(CN(c1ccccc1)c1ccccc1)Cn1cnc2ccccc21 (stereo unspecified),-14,0.87,91,14,-1,-4,10,1,101,-2.1
Cc1ccc(/C=C/C(=O)c2c(C)cc(C)[nH]c2=O)cc1,-8,1.7,90,8,10,-5,11,1,96,x
O=C(Nc1ccc2nc3n(c(=O)c2c1)CCCCC3)c1ccccc1Cl,-22,1.3,101,22,14,-4,-1,1,95,x

# Next part.
SMILES,APP transl inh,NF-kB expr up,STAT1 act,APP 5'UTR act,STAT3 blocker,FLuc inh counter,STAT1 inh,FLuc act counter,STAT3 act,ROMK primary
Cc1cc(NC(=O)CCN2C(=O)C3C4C=CC(C4)C3C2=O)ccc1Br (stereo unspecified),-34,1.1,96,34,12,-2,3,1,95,-1.3
Cc1ccccc1Nc1scc(-c2ccc(Br)cc2)[n+]1-c1ccccc1C,13,0.87,96,-13,11,-10,4,1.1,95,-0.11
Cn1c(N/N=C\c2cccc(O)c2)cc(=O)n(C)c1=O,-12,1.2,104,12,13,6,-5,0.9,91,0.18
CCn1cc(C(=O)Nc2ccc(-n3cnnn3)c(OC)c2)c(=O)c2ccc(C)nc21,4,0.73,102,-3,9,-2,-2,1,96,-1
CC1CCN(C(=O)Cn2c(=O)oc3ccccc32)CC1,22,1.1,101,-22,8,-4,0,1,98,x
Cc1ccc(N=C(c2cccs2)N2CCOCC2)cc1,-12,1.5,102,12,0,-6,-2,1.1,103,x
COCCn1c(SCC(=O)NCc2ccccc2)nnc1-c1ccco1,-3,1.1,102,3,8,-3,-2,1,97,x
O=c1[nH]c2ccsc2c(=O)n1-c1ccc(F)c(Cl)c1,-8,1,108,9,-10,-4,-9,1,113,x
CC(C)NC(=O)c1cccc(C(F)(F)F)c1,4,1.1,106,-4,5,-10,-6,1.1,102,x
Cc1nc2cc3ccccc3cc2c(=O)[nH]1,-7,2,117,7,8,26,-19,0.7,98,0.37
Cc1cc(C)nc(N2CCCC(C(=O)NCC(c3ccccc3)c3ccccc3)C2)n1 (stereo unspecified),19,1.7,102,-19,-8,0,-2,1,110,x
CN=c1scc(-c2cccs2)n1/N=C/c1ccccc1O,53*,0.17,58,-53,107*,94*,47*,0.1,9,x

# Shown as labelled records: part of the list above.
CC(C)NC(=O)c1cccc(C(F)(F)F)c1
  APP transl inh = 4; NF-kB expr up = 1.1; STAT1 act = 106; APP 5'UTR act = -4; STAT3 blocker = 5; FLuc inh counter = -10; STAT1 inh = -6; FLuc act counter = 1.1; STAT3 act = 102; ROMK primary = x

Cc1nc2cc3ccccc3cc2c(=O)[nH]1
  APP transl inh = -7; NF-kB expr up = 2; STAT1 act = 117; APP 5'UTR act = 7; STAT3 blocker = 8; FLuc inh counter = 26; STAT1 inh = -19; FLuc act counter = 0.7; STAT3 act = 98; ROMK primary = 0.37

Cc1cc(C)nc(N2CCCC(C(=O)NCC(c3ccccc3)c3ccccc3)C2)n1 (stereo unspecified)
  APP transl inh = 19; NF-kB expr up = 1.7; STAT1 act = 102; APP 5'UTR act = -19; STAT3 blocker = -8; FLuc inh counter = 0; STAT1 inh = -2; FLuc act counter = 1; STAT3 act = 110; ROMK primary = x

# Screening data deposited in PubChem BioAssay by several laboratories.
